ATG4B inhibitor: ATG4B (human) cysteine protease inhibition; ATG4B cleavage of LC3-PLA2, NBD-HPC fluorescence, 1 h; inhibition, % at 8.33 µM; 0.51% of 340,000 active; AID 504462; in the data active = inhibition above about 40%
Target sequence (Q9Y4P1 whole entry, looked up): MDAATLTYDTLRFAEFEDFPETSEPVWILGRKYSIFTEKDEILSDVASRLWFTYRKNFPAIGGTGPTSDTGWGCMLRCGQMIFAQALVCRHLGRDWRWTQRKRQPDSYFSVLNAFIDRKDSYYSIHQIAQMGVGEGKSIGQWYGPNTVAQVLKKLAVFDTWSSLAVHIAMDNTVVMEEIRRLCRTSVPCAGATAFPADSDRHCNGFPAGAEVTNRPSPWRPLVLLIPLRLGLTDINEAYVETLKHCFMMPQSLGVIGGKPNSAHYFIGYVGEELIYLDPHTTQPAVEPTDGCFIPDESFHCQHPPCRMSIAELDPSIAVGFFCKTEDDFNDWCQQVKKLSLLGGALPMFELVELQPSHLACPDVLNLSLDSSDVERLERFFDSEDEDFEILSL
MPTP inh: blocks calcium-induced mitochondrial swelling; inhibition, % at 10 µM; AID 602449; 1.4% of 360,000 active; isolated mouse mitochondria, Ca2+ swelling absorbance, 30 min;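 active = inhibition of 50% or more, scaled per plate between neutral and stimulator controls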;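 note: 0% = DMSO wells given calcium and 100% = 1 mM EGTA wells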
SENP8 inh: blocks human SENP8 cleavage of Nedd8 substrate. Q96LD8. recombinant SENP8, Nedd8 substrate fluorescence. inhibition, % at 20 µM. 0.64% of 360,000 active. AID 602440; in the data active = inhibition mostly above about 40%, no sharp cut-off; inactive = mostly below about 27%
SENP1 inh: blocks the human SENP1 SUMO protease catalytic domain. Q9P0U3. recombinant SENP1 catalytic domain, CyPet-SUMO1-YPet FRET cleavage. inhibition, % at 10 µM. AID 624204. 0.21% of 360,000 active;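 active = inhibition at least 30% at 10 µM, raw YFP signal under a set limit, fluorescence ratio 0.5 to 1.5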;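 note: 0% = enzyme with DMSO and 100% = no enzyme wells; some results filed as inactive read as strong as hits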
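Material: hSENP1 catalytic domain, recombinant; medium: Tris pH 8 with BME, BSA, NP40 and catalase; compound: single concentration of 10 µM compound, 0.5% DMSO final; technique: FRET read of cyan and yellow fluorescence; timing: 50 min enzyme reaction, room temperature, light-protected; reagent: SFCypet-SUMO1-SFYpet substrate at 25 nM; control set: no-enzyme low, enzyme-DMSO high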
SENP6 block: SENP6 protease inhibition; AID 2599; Recombinant SENP6 catalytic domain, aminoluciferin luminescence; 1.8% of 330,000 active; inhibition, % at 10 µM; Q9GZR1;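 active = inhibition above about 50% at the single tested dose, limit read from the data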;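 note: plate controls were DMSO wells with enzyme for no effect and DMSO wells lacking enzyme for full effect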
PfG6PD inh: PfG6PD (Plasmodium falciparum) enzyme inhibition. PfGluPho enzyme, NADPH resazurin-diaphorase fluorescence. inhibition, % at 20 µM. 0.78% of 350,000 active. AID 504690;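 active = inhibition reaching at least a set limit at 20 µM in the primary screen, cut at about 59% in these data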;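 note: 0% = DMSO wells with substrate and 100% = DMSO wells lacking glucose-6-phosphate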
NR3A LBD binder: NR3A (human) ligand-binding domain modulation; AID 1259313; 2.5% of 340,000 active; NR3A LBD differential scanning fluorimetry, Tm shift; 0% = protein alone, 100% = glycine-bound protein; Tm shift relative to glycine control, % at 25 µM;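 active = melting temperature shift of at least 10% of the positive control shift, at one fixed dose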
hIAP activ: increases human intestinal alkaline phosphatase activity; P09923; purified human IAP, CDP-Star luminescence, 30 min; stronger effect = higher value; 1 = vehicle-only enzyme, 0 = enzyme-free background; 0.16% of 330,000 active; AID 2524; activation factor at 10 µM;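 active = activation factor of the enzyme at least 2-fold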; note: the source names both 10 and 20 µM as test concentration; values of inactives mirror those of a sister screen read the other way
Target sequence (P09923 whole entry, looked up): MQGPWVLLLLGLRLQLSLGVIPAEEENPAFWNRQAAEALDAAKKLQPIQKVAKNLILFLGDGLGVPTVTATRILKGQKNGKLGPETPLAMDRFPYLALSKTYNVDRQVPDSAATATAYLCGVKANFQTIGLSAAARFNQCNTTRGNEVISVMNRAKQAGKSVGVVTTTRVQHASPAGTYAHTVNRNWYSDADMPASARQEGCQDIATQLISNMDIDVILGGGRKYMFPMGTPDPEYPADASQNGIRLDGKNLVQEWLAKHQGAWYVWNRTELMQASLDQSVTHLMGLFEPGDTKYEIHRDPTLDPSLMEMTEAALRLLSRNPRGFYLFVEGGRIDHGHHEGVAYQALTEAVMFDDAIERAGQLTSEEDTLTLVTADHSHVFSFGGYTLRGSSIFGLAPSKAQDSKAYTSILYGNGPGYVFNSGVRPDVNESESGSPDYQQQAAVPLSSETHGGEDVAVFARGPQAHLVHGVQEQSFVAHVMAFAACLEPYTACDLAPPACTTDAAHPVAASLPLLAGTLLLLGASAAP
* hit, by the source's call; . = no result given. Random draw from the library; any-hit rate near 6.7%.

Sequence of screens – ATG4B inhibitor	MPTP inh	SENP8 inh	SENP1 inh	SENP6 block	PfG6PD inh	NR3A LBD binder	hIAP activ
> Cc1cc(=O)oc2c3c(cc(OCC(=O)N[C@@H](C)C(=O)O)c12)OC(C)(C)CC3
→ 2	-1.0	-299	3	-1	-9	0	1.1
> CCCC1C(=O)Nc2ccccc2N1C(=O)c1ccc(C(C)(C)C)cc1 (configuration not stated)
→ 0	1.9	30	-3	5	23	-2	1
> COc1ccc(C2=NN(Cc3c(F)cccc3Cl)C(=O)CC2)cc1
→ -8	0.3	18	3	-11	4	-2	1
> CC(=O)CCc1c[nH]c2c(C(=O)O)cccc12
→ -3	-0.8	-2	1	-1	-33	-7	0.86
> CCOc1ccc(C(C)NC(=O)CCC(=O)O)cc1 (configuration not stated)
→ -2	-2.8	23	2	-8	3	-1	0.99
> COC(=O)c1ccc(NC(=O)c2ccc(F)cc2)o1
→ 3	1.0	12	1	-19	0	0	1.2
> O=c1c2ccccc2nc(/C=C/c2ccc(Br)cc2)n1CCO
→ -5	3.2	-61	2	5	0	1	0.86
> Cc1ccc(N2C(=O)[C@@H]3C(C(=O)C(c4ccccc4)c4ccccc4)=NN[C@@H]3C2=O)cc1
→ 11	-0.5	23	0	15	-2	-1	0.86
> CCOC(=O)C1CCN(C(=O)N(C)C)CC1
→ -6	0.6	0	-2	-9	-12	-1	1.2
> CC1(C)Oc2ccc3ccc(=O)oc3c2/C(=N/O)C1=O
→ -2	-1.2	-75	-2	25	-4	0	1
> Cc1cccc(C)c1NC(=O)/C(C#N)=C/c1ccsc1
→ 0	0.0	10	-10	5	-5	-3	0.86
> CCOc1cc(S(=O)(=O)n2cnc(C)c2)ccc1Cl
→ 10	1.0	10	1	0	-5	-1	0.87
> CC(C)CNC(=O)c1ccc(Cl)c(Cl)c1
→ 0	0.2	23	1	-20	2	1	1.1
> CN1CCN(c2ccc(C(F)(F)F)cc2NC(=O)Nc2ccccc2)CC1
→ -1	3.2	22	1	-1	2	0	1.1
> O=C(COC(=O)c1ccc([N+](=O)[O-])o1)Nc1ccc2c(c1)OCO2
→ -5	0.5	22	-4	8	11	-2	1
> C#CC[N+]1(CC#Cc2cccc(C)c2)CCCCC1
→ 2	-1.2	7	-2	-11	13	-1	0.98
> COc1ccc(-c2csc3ncn(-c4ccc(C)cc4)c(=O)c23)cc1OC
→ -3	-0.5	-30	2	12	2	-2	0.9
> Cn1nnnc1SCc1ccc(Cl)cc1
→ 7	-1.8	12	0	-32	12	-20	1.2
> CC1CN(c2nc3ccccn3c(=O)c2/C=C(\C#N)C(N)=O)CC(C)O1 (configuration not stated)
→ -1	1.3	-434	-46	-15	-3	-1	1.1
> COc1ccccc1NC(=O)NCC(=O)Nc1c(C)cccc1C
→ -10	0.4	15	0	-11	-2	0	1
> COc1cc(C(=O)NC2=C(C#N)CCC2)cc(OC)c1OC
→ -17	0.5	19	0	-5	0	5	0.9
> CCOc1ccc(Cc2nc(C)c(CC(=O)N3CCCCC3)c(=O)[nH]2)cc1
→ 2	-6.5	20	1	11	-18	0	0.94
> COc1ccc(Br)cc1CN(C)C(=O)c1ccncc1
→ -7	-0.6	0	1	-11	2	-1	1.3
> Cc1ccc(C2C3=C(CCCC3=O)Nc3[nH]c(=S)[nH]c(=O)c32)cc1 (configuration not stated)
→ -7	1.7	-14	-20	-13	48	-5	0.9
> Cc1ccn2cc(-c3cccc(NC(=O)C(C)C)c3)nc2c1
→ -5	0.4	-390	1	17	11	0	0.98
> COc1ccc(CC(=O)N2CCCc3ccccc32)cc1
→ -5	-0.1	-2	-2	15	1	-2	1.1
> COc1ccc(CC(=O)Nc2cc(S(=O)(=O)N3CCCCC3)ccc2C)cc1
→ 1	-0.1	-6	1	-16	-20	3	1.2
> CCN(CC)S(=O)(=O)c1ccc(N/N=C/c2cccnc2)nc1
→ -4	0.9	-6	0	-29	12	2	1.1
> C/C(=N\NC(=S)NCc1ccccc1)c1ccc(C(C)(C)C)cc1
→ 6	2.2	10	3	-1	4	2	0.95
> CC1CCN(C(=O)COC(=O)/C=C/c2ccc([N+](=O)[O-])cc2)CC1
→ -4	-0.4	12	-1	-5	0	-1	1
> CC(C)(C)c1ccc(C(=O)c2c[nH]c(C(=O)NCc3cccnc3)c2)cc1
→ -3	38	26	2	-1	3	0	1.2
> COc1ccc(N(C)S(=O)(=O)c2cccc(C(=O)NC3CCCC(C)C3C)c2)cc1 (configuration not stated)
→ -1	1.0	12	3	-9	3	-3	0.84
> O=C(CSc1nc(-c2ccccc2)nc2c1Cc1ccccc1O2)Nc1ccc(C(=O)O)cc1
→ 13	4.0	-6	-1	.	-36	32*	.
> S=C(Nc1ccccc1)N1CCCN1c1ccccc1
→ 6	0.5	12	-10	-3	-21	-1	1.2
> Cc1cccc(NC(=O)c2ccccc2NC(=O)c2ccccc2)n1
→ -3	0.3	-10	1	15	16	2	0.99
> CCCn1c(/N=C/c2c[nH]c3ccccc23)nc2ccccc21
→ 6	6.5	-7	-5	8	27	6	0.96
> CCCCOc1ccc(C(=O)Nc2ccc3c(c2)C(=O)NC3=O)cc1
→ -5	0.1	-396	-45	1	-5	0	1.1
> COCCN(C(=O)c1csnn1)C(C(=O)NC1CCCCC1)c1ccccc1 (configuration not stated)
→ 0	0.5	5	5	-2	-16	1	1.3
> CCOC(=O)C1(Cc2ccccc2C(F)(F)F)CCN(CC(O)CO)CC1 (configuration not stated)
→ -5	0.8	0	0	-3	1	-1	0.98
> COc1ccccc1Cn1c(C(C)C)nc2ccccc21
→ 5	1.2	28	4	3	-34	-1	0.92
> COc1ccc(OC)c(-c2csc(NC(=O)COC(=O)C3CC3)n2)c1
→ 1	1.1	4	0	5	10	-1	1
> COc1ccc(OCCOC(=O)c2cccc(-n3cnnn3)c2)cc1
→ -5	5.2	-12	0	-17	13	-1	0.9
> COc1ccc(OC)c(S(=O)(=O)NCCc2ccccc2)c1
→ -2	-0.2	5	1	-23	-14	-2	1
> CCO[C@@H]1OC(C(N)=O)=C[C@H](c2ccccc2)[C@H]1CCCO
→ 4	-1.9	10	3	-17	-8	-3	0.94
> O=C(NC(=S)Nc1cccc2cnccc12)c1ccccc1
→ 7	-1.2	-3	1	5	-2	1	1.1
> Cc1cc(Cl)cc2c(N=Nc3ccccc3C(=O)O)c(O)[nH]c12
→ 4	2.0	15	25	9	-6	8	0.91
> CCc1nnc2sc(-c3ccc(NC(=O)c4ccco4)cc3)nn12
→ -10	0.2	-294	-8	-39	-3	-11	1.1
> CCN1CCN(S(=O)(=O)c2ccc(Cl)c(C(=O)NC3CCC(C)CC3)c2)CC1 (configuration not stated)
→ -5	-0.3	-12	-2	0	1	-2	0.85
> CC(=O)N1CCN(S(=O)(=O)c2ccc(S(=O)(=O)NC3CC3)cc2)CC1
→ 4	0.1	35	1	3	-19	-1	0.99
> COCC(C)NC(=O)C1CC(=O)N(CCc2ccc(F)cc2)C1 (configuration not stated)
→ .	-0.8	11	2	.	-2	.	.
> COc1ccc([C@H]2C[C@H](O)[C@@H](n3cc(COC(=O)c4ccccc4)nn3)CN2C(=O)C2CCCCC2)cc1
→ .	-0.2	-6	1	.	-2	.	.
> COC(=O)c1ccc(CSc2nnc(Nc3ccc(OC)cc3)s2)o1
→ -8	-0.7	16	2	-20	2	-8	1
> Cn1c(N)c(S(=O)(=O)N2CCCC2)c(=O)n(C)c1=O
→ -7	1.5	-4	0	10	10	-1	1.2
> Cc1nnc(SCC(=O)Nc2cccc(C(F)(F)F)c2)[nH]c1=O
→ -4	-1.8	22	0	9	-12	-1	0.79
> Cc1ccc(C)c(C(=O)N2CCN(c3ncccn3)CC2)c1
→ -3	-0.3	-8	2	-14	-12	2	1.1
> O=C(Nc1cccc(S(=O)(=O)N2CCCCC2)c1)c1ccc([N+](=O)[O-])o1
→ -11	8.7	19	-1	-16	37	-1	1
> CCOC(=O)c1oc2cc(O)cc(O)c2c(=O)c1OCc1ccccc1
→ -20	-0.2	39	3	-5	-18	-8	0.86
> CCOC(=O)C1=C(COC(=O)COc2ccc(OCC)cc2)NC(=O)NC1C (configuration not stated)
→ -1	1.2	8	2	-10	2	-1	0.92
> CCn1cc(C(=O)NCCOC)c(=O)c2ccc(C)nc21
→ -9	-0.7	3	1	-6	0	0	1.1
> CCOC(=O)c1ccc(S(=O)(=O)N2CCN(C(C)=O)CC2)cc1
→ 4	-0.1	10	-2	6	-19	-3	1.1

Single records, from the list above. Order of values: ATG4B inhibitor	MPTP inh	SENP8 inh	SENP1 inh	SENP6 block	PfG6PD inh	NR3A LBD binder	hIAP activ
`O=C(CSc1nc(-c2ccccc2)nc2c1Cc1ccccc1O2)Nc1ccc(C(=O)O)cc1` across the screens: 13	4.0	-6	-1	.	-36	32*	.
`Cc1cccc(NC(=O)c2ccccc2NC(=O)c2ccccc2)n1` across the screens: -3	0.3	-10	1	15	16	2	0.99

Going on with the list.
Sequence of screens – ATG4B inhibitor	MPTP inh	SENP8 inh	SENP1 inh	SENP6 block	PfG6PD inh	NR3A LBD binder	hIAP activ
> COc1cccc(NC(=O)CSc2nnc(Cc3cccs3)n2-c2ccc(C)cc2)c1
→ 15	1.2	4	0	1	6	-3	0.93
> CC(=O)c1ccc(NC(=S)Nc2cccc(S(=O)(=O)Nc3c(C)n(C)n(-c4ccccc4)c3=O)c2)cc1
→ -12	-1.9	-6	-2	-11	12	-2	0.95
> CC1CCN(c2ccc3c(c2)S(=O)(=O)c2cccc(C(=O)NCc4cccc(F)c4)c2C3=O)CC1
→ 1	-0.2	-24	-21	-4	13	1	1
> Cc1ccccc1OCc1nc2c3c(ncn2n1)-c1ccccc1CC31CCCC1
→ 2	69*	-55	1	-14	12	3	0.76
> COc1cc(NC(=O)c2cccnc2)c(OC)cc1NC(=O)c1ccc(Br)cc1
→ -8	0.4	7	1	-22	4	0	0.79
> CCN1CCN(C(=O)C2CC(c3ccc(F)cc3)=NO2)CC1 (configuration not stated)
→ 0	-1.9	9	-1	0	9	1	0.87
> CCCN=C1N(CC)C[C@@H]2[C@@H]3C(=O)N(Cc4ccccc4)C(=O)[C@@H]3[C@](Cc3ccccc3)(C(=O)OC)N12
→ -2	-1.0	21	2	.	18	13*	.
> O=C(NCCCn1ccnc1)c1cc(C2CC2)on1
→ -4	0.6	11	1	-5	4	0	0.92
> Cn1c(CSCc2ccc(Cl)cc2)nnc1SCC(=O)Nc1nccs1
→ -9	38	18	0	-3	-7	4	1.1
> COc1ccc(CNC(=O)COC(=O)[C@@H]2CCCN2C(=O)c2cccs2)cc1
→ -4	-1.1	16	1	-15	5	2	1.2
> O=C(/C=C/c1cc(Br)ccc1O)c1ccco1
→ -11	41	1	0	-5	10	-1	0.91
> CC(Sc1nnc(-c2ccccc2F)n1C1CC1)C(=O)NCc1ccco1 (configuration not stated)
→ -1	0.1	4	0	3	14	-3	1
> CCc1nnc(NC(=O)CSc2nnc(-c3ccc(S(=O)(=O)N(CC)CC)cc3)n2CC)s1
→ 4	9.1	6	0	-17	-21	0	0.92
> CCc1cccc2c(C(=O)COC(=O)c3nccnc3N)c[nH]c12
→ -7	0.8	-416	2	-9	-7	-4	0.96
> CS(=O)(=O)c1ccc(C(=O)NNC(=O)c2cccs2)cc1
→ -27	0.0	3	0	-4	-11	0	0.96
> O=C(Cn1ccc(C(F)(F)F)n1)N/N=C/c1ccc(N2CCOCC2)cc1
→ -2	0.6	-377	-13	0	-18	-1	0.97
> CSCCC(NS(=O)(=O)c1ccc(C)cc1)C(=O)N1CCCC1 (configuration not stated)
→ 7	1.0	15	0	-7	-8	-6	1.3
> C(=N\n1cnnc1)/c1cn(-c2cccs2)nc1-c1ccccc1
→ -8	-0.2	-273	0	-13	6	1	1.1

Screening data (PubChem BioAssay)
